SUMO1 PPI mod: modulators of SUMO1 protein-protein interactions, primary screen, biochemical, uHTS; Small ubiquitin-related modifier 1 (Homo sapiens), P63165; inhibition, % at 20 µM; SUMO1 binding to a labelled peptide, TR-FRET, 1 h; 360,000 tested, 0.33% active; AID 602429, 2012; in the data active = inhibition above about 37%
Target sequence (P63165 whole entry, looked up): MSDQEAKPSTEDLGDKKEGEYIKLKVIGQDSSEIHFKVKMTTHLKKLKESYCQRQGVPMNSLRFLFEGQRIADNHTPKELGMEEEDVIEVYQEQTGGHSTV
E coli Lon inh: inhibitors of E. coli Lon protease, primary screen, biochemical, fluorescence polarization; P0A9M0; inhibition, % at 7.94 µM; 360,000 tested, 0.42% active; AID 602123, 2011; purified E. coli Lon protease; in the data active = inhibition above about 13%, passing the limit was not always enough;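 also: 0% = enzyme with probe and DMSO and 100% = no enzyme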
Target sequence (P0A9M0 whole entry, looked up): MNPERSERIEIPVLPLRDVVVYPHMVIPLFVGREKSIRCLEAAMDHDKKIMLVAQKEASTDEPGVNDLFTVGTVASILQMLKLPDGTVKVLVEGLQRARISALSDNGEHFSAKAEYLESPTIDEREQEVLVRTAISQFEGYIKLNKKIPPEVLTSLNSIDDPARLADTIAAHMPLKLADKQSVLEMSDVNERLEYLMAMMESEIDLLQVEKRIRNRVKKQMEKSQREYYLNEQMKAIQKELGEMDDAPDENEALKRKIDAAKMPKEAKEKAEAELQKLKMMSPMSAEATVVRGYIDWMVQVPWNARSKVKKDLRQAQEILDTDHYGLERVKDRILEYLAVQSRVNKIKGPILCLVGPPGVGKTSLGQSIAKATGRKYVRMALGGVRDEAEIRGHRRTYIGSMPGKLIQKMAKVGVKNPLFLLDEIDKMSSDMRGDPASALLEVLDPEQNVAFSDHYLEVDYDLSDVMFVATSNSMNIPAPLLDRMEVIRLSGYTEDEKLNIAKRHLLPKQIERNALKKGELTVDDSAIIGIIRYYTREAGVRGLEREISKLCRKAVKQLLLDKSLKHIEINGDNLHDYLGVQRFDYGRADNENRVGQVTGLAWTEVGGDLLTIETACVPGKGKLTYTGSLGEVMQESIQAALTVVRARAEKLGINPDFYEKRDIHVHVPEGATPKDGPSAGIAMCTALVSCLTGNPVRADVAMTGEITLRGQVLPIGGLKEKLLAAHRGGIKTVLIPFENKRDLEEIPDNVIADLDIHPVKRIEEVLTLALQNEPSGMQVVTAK
Scp-1 inhibitor: Scp-1 phosphatase inhibitors, primary screen, biochemical, colorimetric, uHTS. Carboxy-terminal domain RNA polymerase II polypeptide A small phosphatase 1 (Homo …. Recombinant Scp1, phosphopeptide, malachite green phosphate absorbance. inhibition, % at 20 µM. 340,000 tested, 0.88% active. AID 493091, 2011;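 active = inhibition above about 50% at 20 µM, limit read from the data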;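 also: plate controls were DMSO wells with enzyme for no effect and wells lacking enzyme for full effect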
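Times: enzyme reaction 45 min at room temperature, colour 5 min, stabilisation 30 min. Material: SCP-1 catalytic fragment, aa 76-261. Medium: Acidic Tris acetate buffer with magnesium and detergent. Signal: colorimetric free-phosphate detection, absorbance 630 nm. Read-out basis: % inhibition of SCP-1 phosphate liberation. Reagent: Phosphorylated 17-residue peptide substrate.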
DNMT1 inh: human DNMT1 methyltransferase inhibitors, primary screen, biochemical, molecular beacon, fluorescence, HinP1I cleavage, uHTS; DNA (cytosine-5)-methyltransferase 1 (Homo sapiens), P26358; inhibition (reported as % activation of signal), % at 10 µM; 360,000 tested, 0.83% active; AID 588458, 2011; in the data active = inhibition above about 50%
MsrA act: bovine MsrA enzyme activators, primary screen, biochemical, absorbance, HTS; activation, % at 10.6 µM; Methionine sulfoxide reductase A (Bos taurus); 360,000 tested, 0.3% active; purified bovine MsrA, absorbance read-out; AID 602163, 2012; in the data active = activation above about 7.5%;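 also: 0% = vehicle and 100% = reference activator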
LMPTP block: LMPTP phosphatase inhibitors, primary screen, biochemical, fluorescence intensity, uHTS. Low molecular weight phosphotyrosine protein phosphatase (Homo sapiens), P24666. 360,000 tested, 0.22% active. AID 651560, 2012. inhibition, % at 20 µM. recombinant LMPTP-A, OMFP fluorogenic substrate;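 active = compounds that cut the enzyme signal by at least half of the control window in the single-dose screen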;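 also: plate controls were DMSO wells with enzyme plus substrate for no effect and substrate without enzyme for full effect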
Target sequence (P24666 whole entry, looked up): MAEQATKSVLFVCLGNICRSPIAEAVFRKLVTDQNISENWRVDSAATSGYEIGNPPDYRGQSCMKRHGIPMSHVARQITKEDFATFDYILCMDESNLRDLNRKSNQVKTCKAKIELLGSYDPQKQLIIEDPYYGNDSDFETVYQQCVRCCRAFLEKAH
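Buffer or medium: Bis-Tris pH 6.0, DTT, detergent; Assay system: LMPTP-A enzyme; Quantity: 0.625 nM enzyme; Detection: endpoint fluorescence intensity; Times: 50 min dark incubation at room temperature; Controls: substrate-only low control, DMSO enzyme-plus-substrate high control; Doses: single 20 µM dose; Read-out: percent inhibition versus substrate-only and uninhibited controls; Reagent: 400 µM OMFP.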
MsrA inhibitor: bovine MsrA enzyme inhibitors, primary screen, biochemical, absorbance, HTS | AID 651718, 2012 | Methionine sulfoxide reductase A (Bos taurus) | 360,000 tested, 0.75% active | inhibition, % at 15.5 µM | purified bovine MsrA, absorbance read-out; in the data active = inhibition above about 4.5%;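 also: 0% = vehicle wells with enzyme and 100% = reference inhibitor wells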
STEP block: STEP phosphatase inhibitors, primary screen, biochemical, fluorescence intensity, uHTS. 360,000 tested, 0.25% active. inhibition, % at 20 µM. recombinant STEP, OMFP fluorogenic substrate;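 active = inhibition at 20 µM, scaled per plate between control wells, above about 37%, limit read from the data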;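 also: 0% = DMSO with enzyme and substrate and 100% = substrate only without enzyme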
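Measure: Control-normalized % inhibition with plate pattern correction | Test system: STEP phosphatase, cell-free reaction | Medium: pH 6.0 Bis-Tris with DTT and Tween 20 | Technique: Fluorescence, 480/540 nm | Times: Reaction 20 min, ambient temperature | Doses: Single compound dose of 20 µM, 1% DMSO final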
CendR NRP1 mod: modulators of CendR peptide binding to NRP-1, primary screen, biochemical, fluorescence polarization, uHTS; 360,000 tested, 0.85% active; AID 602438, 2012; Neuropilin-1 (Homo sapiens), O14786; FAM-RPARPAR peptide binding to NRP-1; inhibition, % at 25 µM;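 active = inhibition or corrected inhibition above about 18%, plus a signal ratio from 0.5 to 1.5, limit read from the data, passing the limit was not always enough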; also: strong numbers were not always called active
TbMetRS inhib: T. brucei MetRS inhibitors, primary screen, biochemical, luminescence; methionyl-tRNA synthetase (Trypanosoma brucei brucei); purified T. brucei MetRS, ATP depletion, Kinase-Glo luminescence; inhibition, % at 11.9 µM; 360,000 tested, 0.4% active;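 active = inhibition above a per-plate cutoff of the control wells' mean inhibition plus 3 SD, cut at about 5.5% in these data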;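 also: 0% = DMSO wells median and 100% = median of wells with control inhibitor compound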
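Test system – parasite MetRS enzyme · Reagent – substrates ATP, L-methionine and bulk Escherichia coli tRNA · Doses – 11.9 µM compound single dose, 0.9% DMSO · Times – 15 min enzyme-compound preincubation, 2 h reaction, 10 min detection, 25 °C · Signal – Kinase-Glo luminescence, ATP depletion format · Controls – DMSO-only wells as low control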
Numbers without * were called inactive; / = no result given.

SMILES | SUMO1 PPI mod | E coli Lon inh | Scp-1 inhibitor | DNMT1 inh | MsrA act | LMPTP block | MsrA inhibitor | STEP block | CendR NRP1 mod | TbMetRS inhib
N#Cc1ccc(Oc2ccc(NC(=O)C3CC=CCC3C(=O)O)cc2)cc1 (stereo unspecified) | -2.7 | 0.2 | -6.0 | -3.4 | -1.5 | 0.6 | 0.9 | -1.7 | 4.2 | -1.3
Cc1ccc(O)c(NC(=O)/C=C/C(=O)O)c1 | 3.3 | -2.7 | -12.9 | -4.1 | -4.2 | -1.5 | 1.5 | 1.8 | 2.5 | -0.1
Cc1ccc(S(=O)(=O)N(CC(=O)NC2CC2)c2ccc(C)c(Cl)c2)cc1 | 2.3 | -2.3 | -9.2 | -0.7 | -3.6 | 0.6 | -1.5 | -1.0 | -7.9 | -0.3
O=C(CC(=O)N/N=C\c1ccccc1)NCCc1ccccc1 | -2.9 | 1.6 | 5.5 | -2.1 | -4.2 | -2.5 | 0.9 | -1.0 | 10.6 | -0.1
CCOC(=O)/C(=N/Nc1ccc(Cl)cc1)S(=O)(=O)c1ccc(Cl)cc1 | 3.4 | -3.7 | -2.5 | 2.3 | -6.0 | -1.3 | 0.3 | -2.6 | -1.1 | -0.3
O=C1C=CC(=Nc2ccc3c(c2)Cc2ccccc2-3)O1 | 7.6 | -5.9 | -16.0 | -1.3 | -2.5 | 0.7 | 0.8 | -0.3 | 18.0 | 0.1
COc1cc(C)ccc1S(=O)(=O)NC(=O)C1(C)CCN1C(=O)c1ccc(C(F)(F)F)nc1C (stereo unspecified) | 7.4 | 4.5 | / | 1.5 | -6.0 | 0.0 | -0.1 | -3.4 | -6.6 | -0.3
COCCN(Cc1cc2cc(C)ccc2nc1Cl)C(=O)Nc1ccccc1OC | 6.0 | 5.6 | -10.6 | 3.9 | -2.9 | 1.5 | -1.6 | 4.0 | -4.1 | -0.6
CCCS(=O)(=O)c1c(S(=O)(=O)CCC)c2ccccn2c1C(=O)OC | -3.9 | 18.8 | -0.1 | -0.2 | -2.5 | 0.6 | 0.7 | -0.4 | -19.2 | 0.1
COc1ccc(C(=O)N/N=C(\C)c2ccc3c(c2)C2C=CCC2C(c2ccccc2)N3)cc1 (stereo unspecified) | -0.9 | 4.7 | 2.9 | -50.5 | -13.4 | 1.8 | / | 3.3 | -17.4 | -1.0
Cc1ccnc(NS(=O)(=O)c2ccc(NC(=O)Cc3c(F)cccc3Cl)cc2)n1 | -1.0 | -2.8 | -4.7 | 0.2 | -4.4 | -1.5 | -0.9 | 0.7 | 0.7 | -0.4
CCOC(=O)c1sc(NC(=O)c2cccc(S(=O)(=O)N3c4ccccc4CC3C)c2)cc1C (stereo unspecified) | -4.1 | 2.7 | -7.1 | -1.7 | -7.3 | 2.0 | 3.1 | 1.3 | -0.9 | -0.4
Nc1c2c(nc3sc4c(c13)CCCC4)-c1ccccc1CC2 | -2.1 | -1.8 | 0.3 | -4.3 | -4.1 | 4.7 | 0.0 | 7.1 | 11.1 | -0.5
COc1ccc(C(=O)CC(=O)c2ccccc2O)cc1OC | -4.0 | -5.6 | -8.4 | -4.5 | -5.6 | -0.4 | 3.3 | 0.3 | -7.0 | -0.6
Cc1[nH][nH]c(=O)c1C(c1ccc(N(C)C)c(Br)c1)c1c(C)[nH][nH]c1=O | 9.3 | -7.1 | -2.9 | -20.4 | -4.7 | 7.6 | -0.3 | -1.5 | -6.0 | 0.1
c1ccc(-n2nnnc2SCc2ccccn2)cc1 | 1.3 | -0.1 | -3.6 | 1.5 | -1.2 | -1.2 | 1.0 | -1.6 | 9.0 | 0.0
CC(=NNC(=O)CCC(=O)Nc1ccccc1Cl)c1ccco1 | -4.3 | -0.8 | -15.2 | -3.1 | -1.7 | 0.2 | -1.3 | -2.3 | 13.2 | -0.1
O=C(NCCC1=CCCCC1)C1CCN(S(=O)(=O)c2ccc(Br)s2)CC1 | 3.9 | 2.6 | -7.4 | -3.4 | -2.2 | 0.5 | -0.2 | -3.5 | 5.4 | -0.1
COC(=O)c1c(C(=O)OC)c(-c2ccc(C(C)(C)C)cc2)n2c1CS(=O)C2 (stereo unspecified) | 1.5 | 0.6 | 0.6 | 3.6 | -1.7 | 0.1 | 0.1 | 1.4 | 16.6 | -0.1
CC(C)COC(=O)c1ccc(NC(=O)C2C3C=CC(C3)C2C(=O)O)cc1 (stereo unspecified) | -1.2 | 2.4 | -1.2 | 5.3 | -0.4 | -0.1 | 0.3 | 1.5 | -6.2 | -0.5
Cn1ncc(Cl)c1C(=O)NCC1CCCO1 (stereo unspecified) | -2.5 | -2.3 | 1.0 | -0.7 | -5.2 | 0.1 | -0.5 | 0.8 | 11.5 | -0.3
CCN(CC)S(=O)(=O)c1cccc(NC(=O)C2SC(=Nc3ccc(C)cc3C)C(C(=O)NCC3CCCO3)=C2N)c1 (stereo unspecified) | -3.2 | 13.8 | -2.2 | -14.8 | -1.2 | 3.5 | 0.9 | -1.8 | 14.0 | 0.1
COc1ccc(CCNC(=O)CSc2ccc(-c3ccncc3)nn2)cc1 | -0.3 | -5.8 | 0.2 | 0.8 | -2.1 | -1.0 | 0.3 | 1.9 | 7.7 | 0.3
CCc1nc2c(cnn2-c2ccc(Cl)cc2)c(=O)n1-c1ccc(OC)cc1 | 0.9 | -10.5 | -7.2 | -7.3 | -1.8 | 2.1 | -1.7 | 3.8 | -4.5 | -0.1
CC(C)c1cc(NC(=O)CCl)on1 | -0.3 | -0.6 | -3.9 | 1.5 | -10.3 | -1.1 | 0.6 | 0.4 | 5.7 | -1.9
NC(=O)C(c1ccc(Cl)cc1)c1ccc(Sc2ccccc2)nn1 (stereo unspecified) | -4.0 | 11.0 | 4.6 | 5.2 | -9.4 | -1.7 | -1.5 | 4.0 | 4.0 | -1.5
O=C(CNC(=O)OCc1ccccc1)OC(c1ccccc1)c1ccccc1 | 6.6 | -5.0 | -5.0 | 4.6 | -10.9 | 2.7 | 0.9 | -1.5 | -2.8 | -0.3
Cc1ccc(-n2nnc(-c3cc4ccccc4nc3Cl)n2)cc1 | -8.6 | 7.2 | -5.8 | 15.0 | -4.6 | 0.6 | 1.6 | -0.2 | 9.2 | -0.3
O=C(NCc1ccccn1)C1CN(S(=O)(=O)c2ccccc2)CCN1S(=O)(=O)c1ccccc1 (stereo unspecified) | 3.1 | 1.8 | -4.9 | -4.4 | -8.5 | 0.4 | 0.1 | -1.8 | -2.8 | -0.8
CC(C)(C)Cc1c(-c2ccccc2)nc2ccc(Br)cn12 | -0.6 | -1.0 | / | 21.3 | -4.2 | 2.5 | 1.5 | 2.8 | -8.5 | -1.5
CCN(CC)S(=O)(=O)c1ccc(NC(=O)COC(=O)c2cnc(C)cn2)cc1 | 3.7 | 4.2 | -4.7 | -6.6 | -0.7 | 0.3 | 1.6 | 1.5 | -8.1 | -0.4
C=C[C@H](CC(C)C)N(Cc1ccccc1)S(=O)(=O)N(Cc1ccccc1)[C@@H](C=C)CC(C)C | -3.6 | 3.3 | 1.6 | 10.2 | -0.1 | -0.6 | -0.5 | 4.1 | 16.0 | -0.1
COc1cc(/C=N\Nc2nc(-c3cccs3)c(NC(C)=O)s2)ccc1O | -6.2 | 1.3 | 1.9 | -6.0 | -7.7 | -1.3 | 1.8 | 4.3 | 4.0 | 1.1
COc1ccc(Cl)cc1NC(=O)CSc1nnc(CN2CCOCC2)n1-c1ccc(Cl)cc1 | -0.1 | -8.6 | 0.0 | -0.5 | -0.1 | 1.0 | -0.1 | -0.8 | -5.6 | -0.4
CCOc1ccc(N(CC(=O)NN=C2CCCC2)S(C)(=O)=O)cc1 | 1.3 | -5.6 | -8.0 | -0.7 | -0.7 | -0.7 | 0.3 | -5.1 | 13.1 | 0.6
CC(=O)N1CCSc2ccc(S(=O)(=O)NCCc3ccc(C)cc3)cc21 | 2.5 | -15.1 | -5.5 | 1.1 | -2.4 | 1.2 | 0.8 | -0.8 | -6.8 | 1.1
CC(=O)NCCNC(=O)[C@H](Cc1ccccc1)NC(=O)c1cccs1 | 2.5 | -10.8 | -3.8 | 2.1 | -0.2 | -1.1 | -0.6 | 1.6 | -12.9 | -0.4
CCOC(=O)C1=C(O)/C(=C/c2ccc(OCC(=O)O)c(OC)c2)SC1=Nc1ccc(OC)cc1 | -7.9 | -6.2 | -5.2 | 0.0 | -5.8 | 1.8 | 3.5 | 2.5 | -26.0 | 0.1
COc1ccccc1C(=O)C(O)c1ccccc1OC (stereo unspecified) | 2.1 | 3.8 | -8.4 | -5.6 | -2.0 | -1.6 | -0.5 | -14.7 | -2.5 | -0.1
Cc1cccc(/C=C/c2ccccc2)n1 | -12.9 | -9.7 | / | -2.1 | -1.9 | -0.3 | -0.3 | 0.1 | -5.4 | -1.3
COc1ccc(OCc2nc(N)nc(Nc3ccccc3)n2)cc1 | -1.8 | -0.5 | -5.5 | -0.7 | -2.1 | -0.2 | 1.5 | 5.9 | 5.5 | 0.8

Some values from the results shown.
Under DNMT1 inh, `CCOc1ccc(N(CC(=O)NN=C2CCCC2)S(C)(=O)=O)cc1` is listed with -0.7
Under MsrA act, `COc1ccc(CCNC(=O)CSc2ccc(-c3ccncc3)nn2)cc1` is listed with -2.1
Under MsrA act, `CCN(CC)S(=O)(=O)c1cccc(NC(=O)C2SC(=Nc3ccc(C)cc3C)C(C(=O)NCC3CCCO3)=C2N)c1` (stereo unspecified) is listed with -1.2

Arranged by length of the SMILES (ascending): part of the list above
SMILES | SUMO1 PPI mod | E coli Lon inh | Scp-1 inhibitor | DNMT1 inh | MsrA act | LMPTP block | MsrA inhibitor | STEP block | CendR NRP1 mod | TbMetRS inhib
CC(C)c1cc(NC(=O)CCl)on1 | -0.3 | -0.6 | -3.9 | 1.5 | -10.3 | -1.1 | 0.6 | 0.4 | 5.7 | -1.9
COc1ccc(OCc2nc(N)nc(Nc3ccccc3)n2)cc1 | -1.8 | -0.5 | -5.5 | -0.7 | -2.1 | -0.2 | 1.5 | 5.9 | 5.5 | 0.8
COc1cc(/C=N\Nc2nc(-c3cccs3)c(NC(C)=O)s2)ccc1O | -6.2 | 1.3 | 1.9 | -6.0 | -7.7 | -1.3 | 1.8 | 4.3 | 4.0 | 1.1

Screening results from PubChem BioAssay.
